Screening data deposited in PubChem by National Center for Advancing Translational Sciences (NCATS).
KB-3-1 cytotox = KB-3-1 parental cell cytotoxicity. Potency, µM (doses to about 46.1 µM), for inactives: at the highest dose activity change, negative = cytotoxic, actives largely listed as cytotoxic. 400,000 tested, 1.4% active. KB-3-1 viability, CellTiter-Glo ATP luminescence, 72 h. AID 1347075; also: potency is read from the fitted curve at half-maximal effect; % is scaled to controls: 0 for no effect and ±100 for the full control effect; nearly all actives have a fitted effect of over 60% in size
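Luminescent ATP read-out (CellTiter-Glo) measures survival of drug-naive KB-3-1 cells after 72 h compound exposure at 37 °C. Titration series was screened from lowest to highest concentration, with DMSO vehicle plates as background controls.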
IL-1B inflam inh = inhibitors of inflammasome signaling (IL-1 beta secretion); AID 743279; THP-1 LPS/ATP IL-1B secretion, AlphaLISA, 16 h; stronger effect = lower value; activity change, % at 57.5 µM; 360,000 tested, 4.7% active; in the data active = activity change below about -50%; inconclusive = mostly about -30% to -49%; also: % is scaled to controls: 0 for no effect and ±100 for the full control effect
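THP-1 cells pretreated 1 hr with compounds (up to 57.5 uM final), then stimulated with LPS (250 ng/mL final) plus ATP (1.25 mM final); secreted IL-1B measured by AlphaLISA after 16 hr, decreased signal indicating inhibition.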
HT1080 IDH1KD tx = toxicity to HT-1080 IDH1 knockdown cells (counter line) | HT-1080 IDH1 knockdown viability, ATP luminescence, 48 h | Potency, µM (titrated, usually from 46.1 µM), for inactives: top-dose activity, negative = toxicity, hits mostly cytotoxic | 360,000 tested, 2% active;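 also: potency is read from the fitted curve at half-maximal effect; 0% = DMSO wells and -100% = cell-free medium wells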
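Viability of IDH1-knockdown HT-1080 fibrosarcoma cells was assessed by CellTiter-Glo after 48 h at 37 °C with titrated compound; concentration-effect curves were classified by fit quality and response size.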
HT1080-NT tox = kills 2HG-producing HT-1080-NT fibrosarcoma cells. Potency, µM (doses to about 46.1 µM), for inactives: at the highest dose activity, negative = less viability, actives largely listed as cytotoxic. AID 686970. 360,000 tested, 1.6% active. HT-1080-NT fibrosarcoma viability, CellTiter-Glo ATP luminescence, 48 h;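 also: NT is the 2HG producing partner of a matched IDH1 knockdown line; potency is read from the fitted curve at half-maximal effect; 0% = DMSO-treated cells and -100% = media-only wells without cells; nearly all actives have a fitted effect of over 55% in size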
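Toxicity toward the 2HG-producing NT line was scored as %Activity, normalised to DMSO and no-cell wells, from CellTiter-Glo luminescence after 48 hours' treatment.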
KB-V1 MDR tox = KB-V1 MDR subline cytotoxicity; Potency, µM (series often up to 46.1 µM), for inactives: at the top dose activity change, negative = cytotoxicity, usual class: cytotoxic; AID 1347076; 400,000 tested, 3.4% active; KB-V1 MDR cells viability, CellTiter-Glo, 72 h; also: potency is read from the fitted curve at half-maximal effect; % is scaled to controls: 0 for no effect and ±100 for the full control effect; nearly all actives have a fitted effect of over 60% in size
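Cytotoxicity via CellTiter-Glo luminescence after 72 h compound exposure at 37 degrees C. Cells: drug-selected KB-V1 line, DMEM phenol-red free plus 10% FBS. Compounds tested at multiple concentrations; normalized data fitted to concentration-effect curves.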
MCF10A rerep = inducers of DNA re-replication in MCF 10A breast cells; 350,000 tested, 2.9% active; Potency, µM (series often up to 46.1 µM), without a hit: top-dose activity, positive = re-replication, most hits filed as activators; MCF 10A DNA re-replication, Hoechst nuclear intensity, 48 h; also: potency is read from the fitted curve at half-maximal effect; % of control where 0% means no effect; nearly all actives have a fitted effect of over 50% in size
D3 ag = agonists of human D3 dopamine receptor; P35462; D3R DiscoveRx beta-arrestin cells, luminescence, 90 min; max activation, %; 410,000 tested, 0.58% active; AID 652048; in the data active = max activation above about 30%; also: 0% is about no effect; mostly tested at two doses, the higher about 12 µM
Target sequence (P35462 whole entry, looked up): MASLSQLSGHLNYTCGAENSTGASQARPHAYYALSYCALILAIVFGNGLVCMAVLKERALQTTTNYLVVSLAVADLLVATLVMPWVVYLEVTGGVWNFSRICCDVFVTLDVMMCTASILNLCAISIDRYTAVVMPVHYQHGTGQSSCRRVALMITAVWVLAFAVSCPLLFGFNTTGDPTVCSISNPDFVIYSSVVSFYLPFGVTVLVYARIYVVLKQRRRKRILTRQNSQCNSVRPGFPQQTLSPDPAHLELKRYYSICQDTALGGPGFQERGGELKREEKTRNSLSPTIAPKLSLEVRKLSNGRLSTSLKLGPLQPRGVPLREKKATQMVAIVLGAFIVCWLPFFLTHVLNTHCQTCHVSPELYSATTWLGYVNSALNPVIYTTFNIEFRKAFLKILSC
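Cells at 1500/well, incubated overnight, then treated with pinned compounds (dopamine as control) for 90 min at 37 degrees C. DiscoveRx reagent added for 30 - 60 minutes at room temperature; luminescence read.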
GLP1R cytotox = cytotoxicity counter-screen for GLP-1 receptor inverse agonists; HEK293 cAMP-luciferase reporter cells, luminescence, 24 h; Potency, µM (top dose mostly 38.3 µM), for inactives: at the top dose activity change, negative = inhibition, hits mostly inhibitors; 410,000 tested, 0.13% active; AID 624418;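 also: loss of luciferase light is scored as toxicity; potency is read from the fitted curve at half-maximal effect; % is scaled to controls: 0 for no effect and ±100 for the full control effect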
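1536-well qHTS counterscreen of the MLSMR; 200 cells/uL, 12 h pre-incubation, 23 nL cpd, 24 h at 37 deg C 5% CO2, luciferase detection reagent, 12 min RT, luminescence. Inhibition = undesired.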
SW480 rereplic = induces DNA re-replication in SW480 colon adenocarcinoma cells | 340,000 tested, 1.8% active | Potency, µM (doses to about 46.1 µM), for the others: at the highest dose re-replication activation, actives largely listed as activators | SW480 DNA re-replication, Hoechst DNA content imaging, 48 h; also: potency is read from the fitted curve at half-maximal effect; % of control where 0% means no effect; nearly all actives have a fitted effect of over 55% in size
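Quantitative HTS format with DMSO vehicle controls; 48 hr drug incubation at 37 C, then 40 min Hoechst staining and scanning imager measurement at 405 nm excitation.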
* = called active by the depositor; i = inactive; u = inconclusive; x = not tested or not shown; [ ] = dose if it differs, or a comment. Unless noted, calls follow the shape of the dose curve; as a rule, active = well fitted curve in the direction sought with a large enough effect; inconclusive = small, poorly fitted or top-dose-only effect, or another doubt; inactive = no such curve, though single readings can be large; an effect the other way counts as inactive or inconclusive.

Structure,KB-3-1 cytotox,IL-1B inflam inh,HT1080 IDH1KD tx,HT1080-NT tox,KB-V1 MDR tox,MCF10A rerep,D3 ag,GLP1R cytotox,SW480 rereplic
Cn1c(=O)n(-c2ccc(Br)cc2F)c(=O)c2sc3ccccc3c21,4%,x,x,x,5%,x,1,-3%,x
CC(=O)NC12CC3CC(C1)CC(C(=O)Nc1nc4ccc(F)cc4s1)(C3)C2,-13%,u,u,-18%,0%,19%,0,-16%,-5%
COc1ccccc1C(=O)NC(=O)COC(=O)Cc1n[nH]c(=O)c2ccccc12,0%,18,0%,-1%,0%,9%,-10,13%,-362%[inhibitor]
N#C/C(=C/c1cn[nH]c1-c1cccc(Br)c1)C(=O)O,11%,3,0%,29%,2%,-6%,4,-3%,-3%
CCN(CC)S(=O)(=O)c1cccc(C(=O)NC(Cc2c[nH]c3ccccc23)c2nnc3n2CCCCC3)c1 (stereo not drawn),22%,-7,u,-6%,5%,11%,-3,-1%,1%
CCOc1ccc(CCN2C(=O)C(=O)N([C@@H](CC(C)C)CN3CCC[C@@H]3CN3C(=O)C(=O)NC[C@@H]3Cc3ccccc3)C[C@@H]2CC(C)C)cc1,0%,u,u,u,-10%,u,-24,-10%,u
O=c1cc(O)c(-c2ccc(Cl)cc2)c(Cl)[nH]1,-1%,15,-4%,-5%,1%,-10%,3,1%,-9%
CN(C)CCN(C)C1CN(CCc2ccccc2)S(=O)(=O)C1 (stereo not drawn),0%,0,1%,3%,-1%,x,11,3%,x
COC(=O)C1CCN(CC(=O)Nc2ccc(OC)c(Cl)c2)CC1,12%,5,16%,15%,u,1%,1,-7%,-2%
CN(CC(=O)Nc1ccc(F)cc1)C(=O)COc1ncnc2ccccc12,-3%,3,1%,3%,0%,-1%,2,-4%,-3%

Other results:
Structure,KB-3-1 cytotox,IL-1B inflam inh,HT1080 IDH1KD tx,HT1080-NT tox,KB-V1 MDR tox,MCF10A rerep,D3 ag,GLP1R cytotox,SW480 rereplic
N#Cc1c(N)oc(-c2ccc3c(c2)OCO3)c1-c1ccc2c(c1)OCO2,-25%,-61*,4%,2%,16µM*,10%,-3,-16%,5%
COc1ncccc1-c1ccc2nncn2c1,-1%,0,6%,15%,u,x,-8,0%,x
CCOc1ccc(NC(=O)CSc2nc(-c3cccs3)cc(C(F)(F)F)c2C#N)cc1,7%,x,x,x,0%,x,8,-14%,x
Oc1ccccc1C1=NCCNC(C(F)(F)F)=C1,-4%,0,1%,-1%,8%,-13%,-3,-22%,-4%
O=C(Nc1ccc(N2CCN(C(=O)c3ccc(Cl)cc3)CC2)cc1)c1ccc2c(c1)OCCO2,5%,-61*,-19%,u,17%,6%,43*,3%,2%
Cc1cc(CNC(=O)Nc2ccc3c(c2)OCO3)nn1C,-5%,23,-4%,1%,-16%,9%,1,3%,1%
Cc1ccsc1C1NC(=O)c2ccccc2N1 (stereo not drawn),u,34,u,-30%,u,u,0,-14%,u
C[C@H]1CCC(=O)N([C@H](CSc2ccccc2)Cc2ccccc2)CC1,u,-13,3%,-5%,u,1%,-1,-18%,13%
COc1ccc(N2CCN(C3=CC(=O)N(c4cccc(Cl)c4)C3=O)CC2)cc1,0%,17,-1%,9%,-2%,-1%,6,6%,-11%
Cc1ccc(C(=O)CC2(O)C(=O)N(C)c3ccccc32)s1 (stereo not drawn),12%,0,0%,5%,-7%,6%,11,4%,-17%

Next records:
Structure,KB-3-1 cytotox,IL-1B inflam inh,HT1080 IDH1KD tx,HT1080-NT tox,KB-V1 MDR tox,MCF10A rerep,D3 ag,GLP1R cytotox,SW480 rereplic
Cc1ccc(CNC(=O)c2cccc(Nc3nc4ccccc4n4nnnc34)c2)cc1,3%,x,x,x,u,x,5,9%,x
COc1cc(CN2CCCN(C)CC2)c([N+](=O)[O-])cc1OC,3%,27,-2%,-4%,0%,4%,-8,-1%,1%
Cc1cc(OC(C)C(=O)N2CCN(c3ccccc3)CC2)c2c(C)c(C)c(=O)oc2c1 (stereo not drawn),-17%,-3,-5%,1%,u,-3%,0,-2%,0%
COc1ccc2c(c1)c1c(c(=O)n(Cc3ccccc3)c(=O)n1CC(=O)Nc1ccccc1OC)n2C,18%,x,x,x,0%,x,-11,-5%,x
COc1ccc(CN2CCOCCOCCOCC2)cc1,12%,12,12%,11%,0%,1%,4,-3%,-4%
CC(=O)Nc1ccc(/C=N/N2C(=O)NC(C)(c3ccc(OC(F)F)cc3)C2=O)cc1 (stereo not drawn),-9%,102,-21%,-12%,-25%,14%,4,3%,-5%
CCc1ccc(OCC(=O)NC(Cc2c[nH]c3ccccc23)C(=O)O)cc1 (stereo not drawn),0%,x,x,x,18%,x,1,0%,x
CCCCC(=O)NNC(=O)c1c(O)c2ccccc2[nH]c1=O,-20%,0,6%,-13%,9.2µM*,u,-5,4%,-5%
COc1ccc(-n2nnc3c(SCC(=O)Nc4ccccc4F)ncnc32)cc1,-14%,-9,u,10%,-1%,-1%,4,0%[0.307 µM],-6%
O=S(=O)(NCCc1ccccc1)c1ccc(Br)s1,-1%,u,-13%,-7%,-17%,5%,-3,10%,-4%

(cont.)
Structure,KB-3-1 cytotox,IL-1B inflam inh,HT1080 IDH1KD tx,HT1080-NT tox,KB-V1 MDR tox,MCF10A rerep,D3 ag,GLP1R cytotox,SW480 rereplic
Cc1sc(NC(=O)C2=COCCO2)nc1-c1ccc(F)cc1,u,5,-13%,2%,-1%,11%,5,-8%,-3%
Cc1onc(-c2ccccc2)c1C(=O)N1CCN(c2ccccc2)CC1,-12%,19,5%,4%,u,9%,3,-23%,14%
COc1cc(CCC(=O)OCC(=O)Nc2ccc(C(N)=O)cc2)cc(OC)c1OC,10%,2,2%,5%,23%,-4%,1,0%,-4%
CN(C)S(=O)(=O)c1ccc(S(=O)(=O)N2CCN(CCC#N)CC2)cc1,0%,9,1%,3%,4%,22%,-8,3%,-5%
COc1ccc(-c2cc(=O)oc3cc(OC(=O)C4CCCCC4)ccc23)cc1,9%,-25,-1%,-19%,u,u,2,185%[activator],17%
COc1ccc(OC)c(/C=N/NC(=O)c2cc3c(OC)cc(OC)cc3[nH]2)c1,-6%,u,u,u,0%,u,5,u,5%
CC(C)C(NC(=O)OC(C)(C)C)C(=O)N1CCCC1C(=O)NC(Cc1ccccc1)C(N)=O (stereo not drawn),-4%,69,-1%,-6%,13%,0%,-7,11%,u
c1ccc(-c2cc(-c3nc(-c4ccccn4)no3)c3ccccc3n2)cc1,u,-15,13%,1%,u,2%,0,20%,-6%
CCOc1ccc(NC(=O)c2cc3cc4ccc(C)cc4nc3o2)cc1,9%,x,x,x,u,x,6,1%,x
COc1ccc(C(=O)/C=C/c2ccsc2)cc1CSCC(=O)O,-20%,-69*,-2%,-8%,6%,18µM*,-7,22%,u

The list goes on:
Structure,KB-3-1 cytotox,IL-1B inflam inh,HT1080 IDH1KD tx,HT1080-NT tox,KB-V1 MDR tox,MCF10A rerep,D3 ag,GLP1R cytotox,SW480 rereplic
Cc1cccc(NC(=O)CSc2ccc(-c3cccnc3)nn2)c1,-7%,i,-2%,4%,u,-4%,3,13%,-8%
CC1(C)CC(=O)c2cnc(NC(=O)C3CCCC3)nc2C1,13%,-2,3%,9%,12%,6%,24,6%,-19%
O=C(NCC1CCCO1)/C(=C\c1ccco1)NC(=O)c1ccccc1 (stereo not drawn),1%,21,9%,9%,2%,-3%,3,8%,-12%
Cc1onc(-c2ccccc2)c1C(=O)N1CCN(S(=O)(=O)c2ccc(Cl)cc2)CC1,3%,35,0%,11%,-6%,15%,4,-16%,1%
C[C@@H]1CN([C@@H](C)CO)C(=O)CCCn2nncc2CO[C@@H]1CN(C)C(=O)Nc1cccc(C(F)(F)F)c1,u,13,15%,14%,0%,x,4,-3%,x
CN(C)c1ccnc(Nc2ccccc2)c1C#N,10%,9,14%,13%,5%,-4%,7,-17%,-4%
O=C(NCCCN1CCOCC1)C1Cc2c(ccc3ccccc23)O1 (stereo not drawn),-4%,-8,-8%,3%,0%,5%,-14,-3%,0%
O=C(CN(c1ccc(Cl)c(Cl)c1)S(=O)(=O)c1ccccc1)N1CCc2ccccc2C1,u,-21,-29%,-9%,u,15%,-17,-8%,13%
N#Cc1ccccc1OCC(=O)OCC(=O)Nc1ccc2c(c1)OCO2,-6%,2,0%,2%,-24%,3%,-2,0%,-4%
COc1cccc(C(=O)CN(C(=O)c2ccc(Cl)cc2Cl)N2C(=O)c3ccccc3C2=O)c1,5%,5,-10%,-20%,-4%,11%,1,12%,-1%

The list goes on:
Structure,KB-3-1 cytotox,IL-1B inflam inh,HT1080 IDH1KD tx,HT1080-NT tox,KB-V1 MDR tox,MCF10A rerep,D3 ag,GLP1R cytotox,SW480 rereplic
COC(=O)c1ccc(OC)c(CN2C(=O)N(c3ccc(C(C)=O)cc3)S(=O)(=O)c3ccccc32)c1,-23%,x,x,x,0%,x,2,-5%,x
CCOC(=O)c1ccccc1NC(=O)CSc1nccn1C,4%,32,11%,u,1%,3%,6,-12%,1%
CCCCN(C(=O)c1ccc(S(=O)(=O)N2CCCCC2)cc1)C1CCS(=O)(=O)C1 (stereo not drawn),-11%,-1,-5%,-13%,-22%,6%,-34,-5%,29%
C=CC[C@H](CC(=O)N(CCO)Cc1ccccc1)C(=O)N[C@H](COC(=O)[C@@H](CC=C)CC(=O)OC(C)(C)C)c1ccccc1,-4%,-64*,-9%,-5%,-25%,5%,18,-3%,4%
CC(C)(C)NC(=O)C(c1ccccc1)n1c(=O)c(-c2cc3ccccc3[nH]2)nc2ccccc21 (stereo not drawn),u,68,u,u,23µM*,x,6,x,x
CCOc1ccc(Cl)cc1-c1cc(C(=O)Nc2ccc(OC)nc2)[nH]n1,0%,-18,-12%,-1%,4%,x,1,-28%,x
Cc1cccc(OCC(=O)OCC(=O)N(CC(C)C)c2c(N)n(Cc3ccccc3)c(=O)[nH]c2=O)c1C,-13%,10,-2%,-5%,2%,2%,-2,4%,9%
